HUVEC tox TNFa: cytotoxicity in TNFa-stimulated HUVEC, primary screen, cytotoxicity control for VCAM1 expression modulator project, imaging, Hoechst nuclei count; cell count reduction, % at 2 µM; HUVEC TNFalpha-stimulated, Hoechst cell count; actives 0.17% (n = 93,000);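 active = cell count reduction exceeding the screen mean by over 5 SD, scaled to untreated wells per plate, cut at about 78% in these data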;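 also: cells counted after 24 h of TNF alpha exposure following the 1 h pretreatment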
Calb biofilm kill: clotrimazole potentiators killing Candida biofilms, primary screen, with clotrimazole, Alamar Blue | C. albicans biofilm + clotrimazole | inhibition, % at 6 µM | actives 0.14% (n = 85,000) | AID 834, 2007;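 active = inhibition above 20%; inactive = inhibition below 20%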;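 also: preformed 24 hr biofilms exposed to compound for 48 hr; 0% = biofilm without compound and 100% = blank killed by clotrimazole plus chlorhexidine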
VCAM1 TNFa inh: inhibitors of TNFa-induced VCAM1 expression, primary screen, imaging, HUVEC, TNFa stimulus, immunofluorescence | HUVEC TNFa-induced VCAM-1 immunofluorescence, high-content imaging | AID 802, 2007 | inhibition, % at 2 µM | actives 0.48% (n = 95,000);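 active = inhibition above the batch mean plus 3 SD, with images confirmed as a hit by eye, cut at about 37% in these data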;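 also: 0% = TNF-stimulated DMSO wells and 100% = unstimulated control wells; not every result past the cut was called active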
CYP2C19 inh: blockers of cytochrome P450 2C19 activity – biochemical, luminescence, ADME assay, primary screen; P33261; CYP2C19 Supersomes, luciferin-H EGE luminescence, 30 min; inhibition, % at 5 µM; actives 21% (n = 96,000); AID 778, 2007;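 active = CYP2C19 inhibition above a set limit at 5 µM in the primary screen, cut at about 50% in these data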;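 also: plate controls were negative control wells for no effect and 2.5 mM tranylcypromine positive control for full effect; values of inactives mirror those of a sister screen read the other way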
Target sequence (P33261 whole entry, looked up): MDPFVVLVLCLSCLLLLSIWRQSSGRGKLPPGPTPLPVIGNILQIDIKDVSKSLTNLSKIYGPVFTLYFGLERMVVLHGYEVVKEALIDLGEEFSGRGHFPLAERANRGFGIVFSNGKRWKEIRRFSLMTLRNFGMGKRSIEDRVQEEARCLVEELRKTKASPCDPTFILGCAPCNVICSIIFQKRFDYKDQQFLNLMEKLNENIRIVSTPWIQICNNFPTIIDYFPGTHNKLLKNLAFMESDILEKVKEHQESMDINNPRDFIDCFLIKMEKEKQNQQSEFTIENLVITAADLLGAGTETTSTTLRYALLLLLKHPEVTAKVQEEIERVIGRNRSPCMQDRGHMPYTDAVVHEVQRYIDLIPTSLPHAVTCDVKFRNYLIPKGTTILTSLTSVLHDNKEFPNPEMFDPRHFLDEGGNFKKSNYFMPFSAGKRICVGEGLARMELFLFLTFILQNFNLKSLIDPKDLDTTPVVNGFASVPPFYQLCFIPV
CYP2C19 activ: human CYP2C19 activators, primary screen, biochemical, luminescence; recombinant CYP2C19, luciferin-H EGE luminescence; hits give high values; 0 = fully inhibited enzyme, 1 = untreated enzyme; activation factor at 5 µM; 96,000 tested, under 10 active;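 active = activation factor of at least 2 at 5 µM in the primary screen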;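 also: 0 = wells with 2.5 mM tranylcypromine and 1 = vehicle-only wells; values of inactives mirror those of a sister screen read the other way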
CYP2C9 inh: blockers of cytochrome P450 2C9 activity – biochemical, luminescence, ADME assay, primary screen | inhibition, % at 5 µM | actives 20% (n = 96,000) | AID 777, 2007 | P11712 | CYP2C9 Supersomes, luciferin-H conversion;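 active = blocking of liver enzyme CYP2C9 beyond about 50% at 5 µM, limit read from the data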; also: values of inactives mirror those of a sister screen read the other way
Target sequence (P11712 whole entry, looked up): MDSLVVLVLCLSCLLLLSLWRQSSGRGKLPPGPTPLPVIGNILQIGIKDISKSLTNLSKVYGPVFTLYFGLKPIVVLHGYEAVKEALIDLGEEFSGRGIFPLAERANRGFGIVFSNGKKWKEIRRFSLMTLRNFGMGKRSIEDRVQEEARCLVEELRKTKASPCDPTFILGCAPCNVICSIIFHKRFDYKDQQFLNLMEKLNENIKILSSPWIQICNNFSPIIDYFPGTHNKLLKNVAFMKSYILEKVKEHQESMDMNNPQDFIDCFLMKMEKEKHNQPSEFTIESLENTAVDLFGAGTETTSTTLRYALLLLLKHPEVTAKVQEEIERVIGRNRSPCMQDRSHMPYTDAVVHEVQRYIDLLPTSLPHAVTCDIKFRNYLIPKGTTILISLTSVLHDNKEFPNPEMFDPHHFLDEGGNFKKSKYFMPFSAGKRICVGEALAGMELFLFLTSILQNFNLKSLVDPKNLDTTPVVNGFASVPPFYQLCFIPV
IL1B cytotox: cytotoxicity in IL-1B stimulated HUVEC, primary screen, cytotoxicity control for IL-1B NFkB translocation project, imaging, Hoechst nuclear count, IL-1B stimulus; HUVEC cell count loss; cell count reduction, % at 2 µM; actives 0.41% (n = 94,000); AID 845, 2007;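 active = cell count reduction more than 3 SD above the screen-wide mean, cut at about 70% in these data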;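 also: normalized per plate to untreated control cells as the no-loss baseline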
DAT uptake mod: changed hDAT dopamine uptake under cocaine IC80, either direction, primary screen, cocaine antagonist project, cell-based, LLC-PK1 hDAT, [14C]-dopamine uptake, MLSMR | AID 449768, 2010 | B-score at 10 µM | LLC-PK1 hDAT cells, [14C]-dopamine uptake with cocaine IC80; actives deviate in either direction | actives 1.3% (n = 110,000) | Sodium-dependent dopamine transporter (Homo sapiens), Q01959;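 active = Z score or B-score, a plate-position-corrected score, falls beyond the plate's 99.7% confidence bounds, in either direction; inactive = both scores lie inside the 99.7% bounds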;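 also: scored against the spread of the other compound wells on the same plate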
CYP2C9 act: human CYP2C9 activators, primary screen, biochemical, luminescence; Cytochrome P450 2C9 (Homo sapiens), P11712; recombinant CYP2C9, luciferin-H conversion; hits give high values; factor 1 = untreated enzyme, 0 = blocked; activation factor at 5 µM; actives 1.4% (n = 96,000);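 active = activation factor of 2 or more for CYP2C9 at a 5 µM dose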;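 also: 0 = sulfaphenazole-blocked wells and 1 = vehicle-only wells; values of inactives mirror those of a sister screen read the other way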
Numbers without * were called inactive; · = no result given. This is a random part of the collection. About 29% of those tested had a hit in this group.

SMILES	HUVEC tox TNFa	Calb biofilm kill	VCAM1 TNFa inh	CYP2C19 inh	CYP2C19 activ	CYP2C9 inh	IL1B cytotox	DAT uptake mod	CYP2C9 act
CC(=O)N1CCc2cc(S(=O)(=O)NC(C(=O)Nc3nc(C)cs3)C(C)C)ccc21 (stereo unspecified)	·	2	·	2	1	2	·	-1	1
Brc1ccc2cccnc2c1	-38	·	18	5	1	-10	-13	1.6	1.1
Cc1ccc2c(c1)C(C)(C)[C@]1(C)NC(=O)CCN21	-22	4	-3	25	0.8	21	4	-0.65	0.8
COc1cccc(NC(=O)c2ccc(CN3CCN(c4ccccc4)CC3)cc2)c1	-21	0	10	14	0.9	30	0	1.6	0.7
CCN(CC)c1cc(Oc2ccccc2)ncn1	17	5	19	80*	0.2	31	18	-0.3	0.7
Cc1nn(Cc2ccc(C(=O)NC(C)(C)C)o2)c(C)c1Br	-25	0	0	50*	0.5	30	-4	0.33	0.7
CC(C)Oc1ccc(C2C(C(=O)c3ccco3)=C(O)C(=O)N2Cc2cccnc2)cc1 (stereo unspecified)	·	5	·	-2	1	45	·	-1.3	0.6
CCOC(=O)N1CCC(NCCNC(=O)c2ccccc2Cl)CC1	-36	6	4	-12	1.1	-10	-2	-1.6	1.1
CCN1CCN(c2ncnc3c2sc(=S)n3-c2ccccc2)CC1	·	16	·	10	0.9	12	·	-0.31	0.9
COc1cc(-n2cnnn2)ccc1S(=O)(=O)N1CCOCC1	-22	2	-24	-4	1	-3	-14	0.2	1
O=C(O)/C(=C\c1ccco1)NC(=O)c1cccc2ccccc12	-2	·	1	14	0.9	9	-13	-0.66	0.9
CCOC(=O)CCc1c(C)c2ccc(OCc3ccc([N+](=O)[O-])cc3)cc2oc1=O	-6	·	-2	15	0.9	19	-31	-0.29	0.8
COc1ccc(N(CC(=O)Nc2cc(C)on2)S(=O)(=O)c2ccc(Cl)cc2)cc1	-6	·	0	-3	1	-5	7	-1	1.1
CCN(CC)S(=O)(=O)c1ccc(NC(=O)c2ccc(CN3CCOCC3)cc2)cc1	-10	3	-5	·	·	·	-15	-0.16	·
CN1OC(COC(=O)c2ccc(Cl)cc2)CC1c1ccccc1 (stereo unspecified)	-13	·	-3	74*	0.3	37	6	-0.57	0.6
CCOc1cc(CNCCc2ccc(S(N)(=O)=O)cc2)ccc1OCC(=O)NC(C)(C)C	-26	·	12	-12	1.1	-4	-14	0.41	1
Cc1oc(C2CC2)cc1C(=O)O	-17	2	6	-6	1.1	-16	-35	-1.5	1.2
O=C(Nc1nncs1)C1c2ccccc2Oc2ccccc21	-2	-7	10	54*	0.5	34	10	0.27	0.7
COc1ccc(Nc2nc(CC(C)=O)ns2)cc1OC	-33	5	7	13	0.9	13	-40	0.014	0.9
COC(=O)c1[nH]c2cc(OC)c(OC)cc2c1NC(=O)CN1CCN(Cc2ccccc2)CC1	·	4	·	36	0.6	28	·	·	0.7

Complete entries as entered above.
CCN(CC)S(=O)(=O)c1ccc(NC(=O)c2ccc(CN3CCOCC3)cc2)cc1 as listed: HUVEC tox TNFa = -10; Calb biofilm kill = 3; VCAM1 TNFa inh = -5; CYP2C19 inh = ·; CYP2C19 activ = ·; CYP2C9 inh = ·; IL1B cytotox = -15; DAT uptake mod = -0.16; CYP2C9 act = ·
CCOc1cc(CNCCc2ccc(S(N)(=O)=O)cc2)ccc1OCC(=O)NC(C)(C)C as listed: HUVEC tox TNFa = -26; Calb biofilm kill = ·; VCAM1 TNFa inh = 12; CYP2C19 inh = -12; CYP2C19 activ = 1.1; CYP2C9 inh = -4; IL1B cytotox = -14; DAT uptake mod = 0.41; CYP2C9 act = 1

Next compounds:
SMILES	HUVEC tox TNFa	Calb biofilm kill	VCAM1 TNFa inh	CYP2C19 inh	CYP2C19 activ	CYP2C9 inh	IL1B cytotox	DAT uptake mod	CYP2C9 act
O=C(NCCC1=CCCCC1)c1ccc2c(c1)N(Cc1ccccc1)C(=O)CS2	-6	2	7	49	0.5	75*	-8	1.9	0.3
Cc1nn(C)c(C(=O)Nc2ccn(Cc3c(F)c(F)cc(F)c3F)n2)c1[N+](=O)[O-]	-8	·	15	46	0.5	49	-14	·	0.5
COc1ccc(OCCSc2nnc(-c3ccccc3)n2N)cc1	-4	7	-13	22	0.8	3	11	-0.048	1
COc1ccc(Cl)cc1N1C(=O)CC(N2CCc3ccccc32)C1=O (stereo unspecified)	-13	10	12	91*	0.1	33	-5	1.9	0.7
CCOC(=O)N1CCN(S(=O)(=O)c2ccc(C(=O)Nc3nc4ccc(F)cc4s3)cc2)CC1	-17	7	1	22	0.8	64*	-24	·	0.4
O=C(COc1ccc(S(=O)(=O)NC2CCCCC2)cc1)NCCC1=CCCCC1	-17	3	2	·	·	·	6	-0.49	·
COc1cccc(OC)c1OCc1cc(C2C3CCCC=C3C(C#N)=C(N)C2(C#N)C#N)c(C)cc1C (stereo unspecified)	6	·	-12	22	0.8	45	-17	1.3	0.6
O=C(Nc1ccc(Cl)cc1)c1ccncc1	-29	7	11	90*	0.1	49	16	0.63	0.5
Cc1ccc(NC(=O)c2cccc(N3C(=O)CCC3=O)c2)nc1	0	9	-2	-24	1.2	-1	-52	0.095	1
COc1ccc(-n2ccnc2SCC(=O)NCc2ccc3c(c2)OCO3)cc1	-9	4	8	100*	0	94*	1	0.27	0.1
CN(C)c1ccc(/C=C/C(=O)c2cccc(Br)c2)cc1	-6	·	0	93*	0.1	44	-8	0.42	0.6
Nc1cc(C(=O)OCC(=O)NCC2CCCO2)ccc1Cl (stereo unspecified)	-18	9	-20	56*	0.4	22	-11	0.052	0.8
O=C1c2cccc3cccc(c23)C(=O)N1c1nncs1	·	10	·	4	1	-14	·	-1.1	1.1
COc1ccccc1-c1cc(C(=O)Nc2cc(C)n(Cc3ccc(Cl)cc3)n2)no1	-14	7	-23	-16	1.2	21	4	-0.19	0.8
O=C(O/N=C1/CCCc2occc21)c1ccccc1	-3	·	10	1	1	16	72*	-0.57	0.8
COC(=O)C1=C(C)NC(=O)CC1c1ccccc1F (stereo unspecified)	-38	5	6	26	0.7	32	13	-0.072	0.7
COc1cccc(S(=O)(=O)NCc2ccc(C(=O)NCc3ccco3)cc2)c1	-24	9	9	13	0.9	1	-11	0.15	1
CN(C(=O)COc1ccccc1)c1nnc(-c2cccnc2)s1	-16	5	8	34	0.7	23	-34	-0.34	0.8
O=C(COc1ccc(Cl)cc1)NCc1nnc(SCC(=O)N2CCCCC2)o1	-4	5	16	29	0.7	43	-4	0.067	0.6
Cc1ccc(-c2nc3cccnc3o2)cc1NC(=O)COc1ccc(C(C)(C)C)cc1	28	1	-3	33	0.7	55*	0	0.92	0.4
S=c1[nH]c2cc(Cl)ccc2s1	-4	-5	4	7	0.9	17	-7	0.11	0.8
COc1cccc(NC(=O)C23CCC(C)(C(=O)O2)C3(C)C)c1 (stereo unspecified)	2	1	-2	-9	1.1	0	-15	0.2	1
COc1cccc(NC(=O)N2CCC(C(=O)Nc3ccc(C)cc3C)CC2)c1	-13	4	-2	-3	1	3	-20	-0.46	1
CN1C(=O)CSC1=NCC12CC3CC(CC(C3)C1)C2	-13	7	-8	-2	1	20	11	-1.1	0.8
CCOC(=O)c1cc(NC(=O)CSCCO)ccc1Cl	·	4	·	5	1	16	-27	0.58	0.8
CC(C)(O)C1=NOC(c2ccccc2)C1 (stereo unspecified)	-7	9	21	-4	1	-3	-15	-1.6	1
CC(=O)NNC(=O)C(O)(c1ccccc1)c1ccccc1	-6	·	-6	-1	1	4	-3	-0.11	1
CCN1/C(=C2/OC(=S)N(C)C2=O)Sc2ccccc21	7	·	-9	2	1	6	-3	-0.32	0.9
CCOC(=O)CSc1ncnc2c1nnn2-c1ccc(F)cc1	-15	1	-2	-2	1	7	6	-1.2	0.9
CCOC(=O)CCCNC(=O)COC(=O)CCC(=O)c1ccc(F)cc1	-4	9	4	7	0.9	12	14	1.1	0.9
O=C(Nc1nnc(CC2=CCCCC2)s1)c1cccs1	-21	-2	6	-8	1.1	2	-12	0.78	1
C=C(C)C1CC=C(C)/C(=N/NC(=O)c2ccc(NC(=O)CC)cc2)C1 (stereo unspecified)	-6	·	1	42	0.6	-75	-10	1.7	1.8
CCOC(=O)c1oc2ccc(CNCCO)c(Cl)c2c1C	-35	·	-7	19	0.8	7	-12	1.3	0.9
C=CCn1c(=O)c2ccccc2n2c(Sc3nnnn3-c3ccccc3)nnc12	-5	-1	-5	9	0.9	22	3	-0.49	0.8
CCNC(=O)C(C)Sc1ccc(Cl)cc1 (stereo unspecified)	-22	5	3	17	0.8	-20	5	-0.37	1.2
O=c1c(Cc2ccc(Cl)cc2)c(O)ccn1Cc1ccccc1	-5	·	13	21	0.8	38	-58	0.77	0.6
CN(C)c1ccc(-c2nc3n(n2)C(c2cccnc2)C2=C(CC(C)(C)CC2=O)N3)cc1 (stereo unspecified)	-18	1	21	45	0.5	-35	-30	1.3	1.4
O=C1CC(N2CCN(c3ccccc3Cl)CC2)C(=O)N1c1ccc(F)cc1 (stereo unspecified)	-28	9	5	-11	1.1	-8	24	-0.41	1.1
CC(C)CNC(=O)COC(=O)/C=C/c1ccccc1[N+](=O)[O-]	-8	·	18	2	1	-42	-2	·	1.4
CCNC(=O)NC(=O)COC(=O)CNC(=O)COc1ccccc1	·	-9	·	-5	1.1	-14	·	0.87	1.1
CCC1(C(=O)OC)NC(c2cccc(F)c2)C2C(=O)N(C)C(=O)C21 (stereo unspecified)	-30	1	10	·	·	·	17	0.009	·
Cc1nc(C)c(C(=O)Nc2cccc(Cl)c2)o1	2	9	-12	-2	1	-6	-6	1.6	1.1
Cc1onc(-c2ccccc2Cl)c1C(=O)Nc1ccccc1N1CCOCC1	-30	7	10	61*	0.4	69*	6	1.6	0.3
COc1ccc(C(=O)N2CCOCC2)cc1Br	-18	6	9	8	0.9	-131	0	0.52	2.3*
CN(c1ccc(C(=O)N2CCN(c3ccc(F)cc3)CC2)cc1)S(C)(=O)=O	19	9	25	10	0.9	46	10	1.7	0.5
O=C(CS(=O)(=O)Cc1ccccc1)NCC1CCCO1 (stereo unspecified)	-4	5	-28	-7	1.1	-17	-14	-0.73	1.2
Cc1cc(C)cc(NC(=O)CN2CCc3ccccc3C2)c1	10	6	1	48	0.5	25	1	-0.11	0.8
COCCn1c(C)cc(C(=O)COC(=O)c2ccc(N3CCCC3=O)cc2)c1C	-20	10	8	6	0.9	-15	-4	0.33	1.2
Cn1c(=O)c2c(nc(CN3CCN(Cc4ccccc4)CC3)n2Cc2cccc(Cl)c2)n(C)c1=O	·	-6	·	46	0.5	27	·	1.5	0.7
CCC1CCCCN1C(=O)N[C@@H](Cc1ccccc1)C(=O)O (stereo partly specified)	-13	10	2	-2	1	-10	-37	0.09	1.1
S=c1[nH]nc(Cc2cccs2)n1-c1ccccc1	3	·	0	3	1	-9	5	·	1.1
COc1ccc(OCC(=O)c2c(O)c3ccccc3oc2=O)cc1	-10	1	13	-11	1.1	78*	94*	0.89	0.2
O=C(CCn1nc(-c2ccccc2)ccc1=O)N1CCOCC1	-76	4	-34	26	0.7	-4	-12	·	1
